West Nile virus CPE: inhibition of WNV-induced cytopathic effect – cell-based, CPE readout (AID 1621). West Nile virus-infected cells, CPE inhibition; higher % means a stronger effect. CPE inhibition, % at 10 µM, or IC50 in µM where a hit was titrated. 290,000 compounds, 0.02% hits; in the data active = a potency from the dose series; inconclusive = CPE inhibition mostly from about 3.7% at the one dose, without a potency; inactive = the rest, 99 in 100 with CPE inhibition below about 2.2%; also: strong numbers were not always called active
GPR35 arrestin U2OS: inhibition of zaprinast-stimulated GPR35 beta-arrestin translocation – imaging, U2OS, beta-arrestin-GFP, zaprinast agonist, primary screen (AID 2058). U2OS GPR35 beta-arrestin-GFP translocation imaging, zaprinast antagonism; higher % means a stronger effect. 290,000 compounds, 0.052% hits. inhibition, % at 10 µM; hits with a dose series show IC50 in µM;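 active = inhibition of at least 50% with at least 30 cells and total cytoplasm GFP at most 10,000,000; inconclusive = under 30 cells or total GFP of 10,000,000 plus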
Dengue-2 NS5 capping: flavivirus cap methylation enzyme inhibition – biochemical, confirmation dose response, primary screen (AID 588689); Dengue-2 NS5 methyltransferase capping enzyme assay, biochemical; higher % means a stronger effect; inhibition, % at 25 µM; hits with a dose series show IC50 in µM; 340,000 compounds, 0.3% hits; in the data active = a potency from the dose series; inconclusive = inhibition above about 29% without an active follow-up result
SV40 large T antigen: SV40 large T antigen inhibitors, biochemical (AID 1903); SV40 large T antigen ATPase/helicase inhibition assay; higher % means a stronger effect; inhibition, % at 20 µM; hits with a dose series show IC50 in µM; 310,000 compounds, 0.39% hits; in the data active = a potency from the dose series; inconclusive = inhibition mostly from about 32% at the one dose, without a potency; inactive = the rest, 99 in 100 with inhibition below about 32%; also: strong numbers were not always called active
CSM14.1 death rescue: protection against thapsigargin-triggered cell killing – 384-well, CSM14.1, ATP luminescence, primary screen (AID 1222). CSM14.1 thapsigargin-induced death rescue, ATP luminescence; higher % means a stronger effect. one-dose cellular ATP content (survival), % at 20 µM; EC50 in µM for titrated hits. 190,000 tested, under 10 active;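 active = EC50 below 50 µM in the dose-response confirmation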;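 also: death triggered by thapsigargin at about 15 µM added after 2 h compound pretreatment; cell ATP read after overnight thapsigargin exposure of roughly 18 to 22 hours; normalized against plate controls of thapsigargin alone and 5% DMSO vehicle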
LYP inhibition: inhibitors of LYP phosphatase, biochemical, fluorescence intensity, uHTS (AID 1779) | recombinant LYP phosphatase, fluorescence intensity; higher % means a stronger effect | inhibition, % at 11.5 µM, or IC50 in µM where a hit was titrated | 290,000 compounds, 0.054% hits; in the data active = inhibition above about 50%;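 also: plate controls were vehicle with enzyme for no effect and no enzyme for full effect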
RSV CPE inhibition: inhibition of RSV-induced cytopathic effect – HEp-2 cells, primary 10 µM value included (AID 2391); HEp-2 cells, RSV-induced CPE inhibition; higher % means a stronger effect; CPE inhibition, % at 10 µM, or IC50 in µM where a hit was titrated; 310,000 compounds, 0.13% hits; in the data active = a potency from the dose series; inconclusive = CPE inhibition mostly from about 23% at the one dose, without a potency; inactive = the rest, 99 in 100 with CPE inhibition below about 21%; also: strong numbers were not always called active
MgcRacGAP inhibition: MgcRacGAP GTPase-activating activity inhibitors, confirmation, biochemical, ADP Hunter fluorescence; MgcRacGAP-stimulated Rac1 GTP hydrolysis, ADP Hunter fluorescence; higher % means a stronger effect; GST-tagged Rac1 F28L mutant substrate; inhibition, % at 30 µM, or IC50 in µM where a hit was titrated; 340,000 compounds, 0.6% hits;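 active = first-screen hits whose inhibition reached a set limit at any dose in the follow-up dose series; inconclusive = inhibition above the set first-screen limit but never retested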;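 also: fluorescence reports GDP produced by GAP-driven GTP hydrolysis; strong numbers were not always called active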
PhoP inhibition: PhoP-dependent GFP reporter repression – Salmonella Typhimurium, primary screen (AID 1863) | 300,000 compounds, 0.16% hits | one-dose inhibition, % at 50 µM; IC50 in µM for titrated hits | S. Typhimurium PhoP-regulated promoter GFP reporter, 4 h; higher % means a stronger effect;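 active = inhibition over 29.93%, a cutoff 3 SD above the screen mean, later confirmed by dose response; inconclusive = inhibition over 29.93% but no dose response follow-up; inactive = inhibition at most 29.93% or unconfirmed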;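 also: 0% = low Mg2+ inducing control and 100% = high Mg2+ repressing control; strong numbers were not always called active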
Dengue-2 NS5 capping pilot replicate: recorded beside Dengue-2 NS5 capping, whose call it bears; inhibition, %; measured here: pilot screen replicate inhibition
An asterisk follows results filed as active; ? = inconclusive; · = no result given.

SMILES	West Nile virus CPE	GPR35 arrestin U2OS	Dengue-2 NS5 capping	SV40 large T antigen	CSM14.1 death rescue	LYP inhibition	RSV CPE inhibition	MgcRacGAP inhibition	PhoP inhibition	others
CCOC(=O)C1(CCc2ccccc2)CCN(C(=O)CCn2cncn2)CC1	-0.9%	-12%	-12%	8%	2.6%	-4%	-1.7%	-2%	1%
O=C(CSc1nc(O)c(C2CCCCC2)c(=O)[nH]1)NCC1CCCO1 (centres undefined)	0.2%	·	3%	5%	·	·	2.4%	8%	-3%
Cc1ccc(S(=O)(=O)N2CCN(CC(=O)Nc3ccc([N+](=O)[O-])cc3)CC2)cc1C	-2.0%	11%	-9%	12%	0.2%	6%	22%	10%	-2%
Cn1ccc(C(=O)N/N=C/c2ccncc2)n1	-0.3%	-3%	2%	·	·	-7%	·	0%	·
Cc1ccc(NC(=S)NNC(=S)NCc2ccccc2)cc1	0.6%	7%	-3%	19%	-1.0%	-9%	0.8%	14%	-2%
O=S(=O)(c1ccccc1C(F)(F)F)N1CCC(n2cnc3ccccc32)CC1	-0.5%	10%	-2%	-1%	0.5%	-1%	?	-4%	12%
CCCNC(=O)CSc1nc2ccc(OCC)cc2s1	-1.5%	3%	6%	8%	-0.1%	0%	2.8%	-8%	-1%
COc1ccc(OC)c(NC(=S)NCc2cccs2)c1	-0.4%	4%	-9%	0%	-2.3%	-8%	0.5%	9%	8%
O=C(COc1ccccc1)Nn1c(-c2ccccc2)nc2ccccc2c1=O	-0.4%	-10%	4%	9%	-1.8%	-10%	1.9%	8%	15%
COc1cc(/C=C2/SC(=Nc3ccc(O)cc3)NC2=O)cc(OC)c1O	0.3%	-6%	-31%	12%	-0.8%	0%	0.6%	?	1%
COc1ccc(OC)c(NC(=O)CCN2CCCCCC2)c1	-0.1%	19%	-4%	4%	-1.7%	-2%	-0.4%	10%	10%
COC(=O)c1cc(Cl)c(NC(=O)/C=C/c2ccc(OC)cc2)cc1OC	-0.2%	-2%	-1%	3%	1.0%	4%	4.7%	4%	-6%
Cc1ccc(C)c(NC(=O)CSc2nc(N)c(NC(=O)c3cccs3)c(=O)[nH]2)c1	0.1%	2%	-2%	11%	-1.7%	-1%	·	3%	-1%
CC1CCN(c2nc(-c3ccc(F)cc3)cc(C(F)(F)F)n2)CC1	0.0%	27%	-3%	-2%	-1.3%	-11%	1.4%	10%	-2%
CC1=CC(C)(C)n2c(O)c(N=NC(N)=S)c3cc(C)cc1c32	-0.9%	-5%	-6%	11%	-0.3%	-5%	4.5%	9%	-4%
O=c1[nH]c(CSc2nnnn2-c2ccc(Cl)cc2)nc2ccccc12	-0.6%	-3%	-11%	16%	1.8%	-4%	0.8%	9%	-4%
CSc1ccccc1C(=O)Nc1ncc(C)s1	0.3%	0%	3%	8%	-2.1%	-6%	3.0%	12%	-1%
COc1ccc2c(c1)CC1c3c(cc4c(c3-2)OCO4)CC[N+]1(C)[O-] (centres undefined)	-0.4%	-2%	2%	19%	·	-5%	-0.4%	14%	-3%
CCCCCCc1ccc(OCC(=O)O)cc1OCC(=O)O	0.1%	1%	3%	23%	-1.7%	2%	1.4%	1%	-10%
Cc1cc(C)cc(N=C2NC(=O)/C(=C/c3cccs3)S2)c1	-0.9%	-10%	-5%	7%	-2.3%	3%	?	4%	-12%
COC(=O)C1=CN(c2ccc(F)cc2)C=C(C(=O)OC)C1c1ccc(O)cc1	-0.2%	9%	-14%	9%	·	-8%	5.9%	3%	15%
O=C1OC2(CCCCC2)OC(=O)C1=CNc1nccs1	0.6%	3%	-6%	4%	0.0%	-5%	0.9%	13%	-4%
O=C(N1CCNCC1)N1CCOCC1	·	2%	·	3%	-0.2%	-3%	1.2%	·	-7%
O=C(CSc1nc2ccc(S(=O)(=O)N3CCOCC3)cc2[nH]1)N1CCOCC1	2.3%	-6%	-30%	0%	-0.8%	4%	-0.6%	16%	-7%
COC(=O)c1ccccc1NC(=O)CCS(=O)(=O)c1cc2c(cc1C)NC(=O)CO2	-0.2%	10%	1%	10%	·	-7%	-0.6%	5%	·
COc1ccccc1C1C=C(c2ccc(Cl)cc2)Nc2nc(N3C(=O)CCC3=O)nn21 (centres undefined)	1.5%	8%	20%	17%	1.0%	-5%	5.0%	-1%	-17%
CCc1nnc(NS(=O)(=O)c2ccc(N)cc2)s1	-0.4%	-6%	-6%	16%	·	-10%	-0.6%	7%	1%
Cc1oc(-c2ccc(Cl)cc2)nc1CN1CCC(C(=O)N2CCN(Cc3ccccc3)CC2)CC1	·	4%	-5%	3%	2.8%	-9%	1.2%	-8%	-5%
COc1ccc(N=C2S/C(=C\c3ccc(OCC(=O)O)cc3)C(=O)N2CCc2c[nH]c3ccccc23)cc1	0.3%	-11%	-1%	13%	0.2%	·	·	-12%	1%
COC(=O)C1=CN(c2ccc(OC)cc2)C=C(C(=O)OC)C1c1cccc(F)c1	0.0%	-5%	3%	8%	·	-9%	13%	8%	-1%
Cc1cc(C)n(C(=O)c2c([N+](=O)[O-])c(C)nn2C)n1	-0.4%	-10%	4%	3%	-0.3%	-2%	2.9%	5%	-9%
Cc1ccc(C)c(NC(=O)C(CC(=O)O)C2CCCO2)c1 (centres undefined)	-0.5%	2%	-10%	5%	·	-12%	1.6%	1%	-2%
O=C(O)C1=NN(c2ccccc2)C(=O)C1	-0.3%	-2%	17%	15%	·	-3%	1.9%	15%	-11%
COc1ccc(OC)c(C(=O)N2CCC(CCC(=O)NC3CC3)CC2)c1	0.0%	5%	1%	3%	·	-13%	0.9%	9%	3%
CCNc1nc(Sc2ccc(C)cc2)cc(C(F)(F)F)n1	0.9%	5%	-1%	7%	-3.5%	-3%	5.0%	4%	1%	Dengue-2 NS5 capping pilot replicate=3.3
CCOc1ccccc1N1CC(C(=O)N2CCc3ccccc3C2)CC1=O (centres undefined)	1.1%	-17%	0%	1%	4.6%	-9%	1.7%	4%	-4%
O=C(NCc1ccccc1)c1ccc(/C=N/O)nc1	-0.1%	0%	-3%	-5%	1.4%	-10%	1.0%	9%	1%
O=C(NC1CC2CCCC(C1)N2C(=O)N1CCCCC1)C1CCCCC1 (centres undefined)	-0.5%	20%	8%	2%	-1.9%	-12%	0.9%	3%	7%
Cc1ccccc1CC1(CO)CCCN(C(=O)c2ccc(F)cc2)C1 (centres undefined)	-1.4%	1%	-3%	12%	0.4%	-4%	8.6%	8%	-10%
COc1cc(CNC2CCC(C)C2)cc(OC)c1 (centres undefined)	-1.0%	-6%	0%	-2%	-0.4%	-3%	-1.2%	10%	6%

3 consecutive entries from above, quoted:
SMILES	West Nile virus CPE	GPR35 arrestin U2OS	Dengue-2 NS5 capping	SV40 large T antigen	CSM14.1 death rescue	LYP inhibition	RSV CPE inhibition	MgcRacGAP inhibition	PhoP inhibition	others
O=C(NC1CC2CCCC(C1)N2C(=O)N1CCCCC1)C1CCCCC1 (centres undefined)	-0.5%	20%	8%	2%	-1.9%	-12%	0.9%	3%	7%
Cc1ccccc1CC1(CO)CCCN(C(=O)c2ccc(F)cc2)C1 (centres undefined)	-1.4%	1%	-3%	12%	0.4%	-4%	8.6%	8%	-10%
COc1cc(CNC2CCC(C)C2)cc(OC)c1 (centres undefined)	-1.0%	-6%	0%	-2%	-0.4%	-3%	-1.2%	10%	6%

Of the compounds above, 2 contain a nitro group on carbon:
SMILES	West Nile virus CPE	GPR35 arrestin U2OS	Dengue-2 NS5 capping	SV40 large T antigen	CSM14.1 death rescue	LYP inhibition	RSV CPE inhibition	MgcRacGAP inhibition	PhoP inhibition	others
Cc1ccc(S(=O)(=O)N2CCN(CC(=O)Nc3ccc([N+](=O)[O-])cc3)CC2)cc1C	-2.0%	11%	-9%	12%	0.2%	6%	22%	10%	-2%
Cc1cc(C)n(C(=O)c2c([N+](=O)[O-])c(C)nn2C)n1	-0.4%	-10%	4%	3%	-0.3%	-2%	2.9%	5%	-9%

The results go on.
SMILES	West Nile virus CPE	GPR35 arrestin U2OS	Dengue-2 NS5 capping	SV40 large T antigen	CSM14.1 death rescue	LYP inhibition	RSV CPE inhibition	MgcRacGAP inhibition	PhoP inhibition	others
Cc1oc(C(=O)O)cc1CSCc1cc(C(=O)O)c(C)o1	-0.3%	4%	8%	·	·	-4%	0.8%	9%	4%
O=C(Nc1cnc2ccccc2c1)c1ccco1	-0.1%	-10%	-2%	1%	-3.8%	4%	0.1%	11%	0%
O=C(CSc1nc2c(cnn2-c2ccccc2)c(=O)[nH]1)c1ccc(Cl)cc1	0.1%	2%	-3%	35%	0.8%	-1%	1.7%	5%	-8%
CC(C)CC1NC(=O)N(CC(=O)N2CCN(S(=O)(=O)c3ccccc3)CC2)C1=O (centres undefined)	0.0%	12%	0%	-2%	0.7%	-7%	0.9%	13%	-12%
O=C(Nc1cc(S(=O)(=O)N2CCOCC2)ccc1Oc1ccc(F)cc1)C1=COCCO1	·	·	6%	7%	·	·	4.7%	1%	3%
CCOc1cc(Cl)c(NC(C)=O)cc1OCC	0.0%	18%	-5%	5%	-0.9%	3%	2.3%	12%	-2%
CC1(c2ccccc2)NC(=O)N(CC#N)C1=O (centres undefined)	0.1%	-5%	-8%	-4%	1.4%	-2%	0.6%	5%	9%
CCCCCN(C(=O)CCC(=O)OCC(=O)N(CC)C1CCCCC1)c1c(N)n(CCCC)c(=O)[nH]c1=O	·	·	0%	2%	·	·	-1.9%	5%	-5%
CCCn1cc(SCC(=O)Nc2nnc(C)s2)c2ccccc21	-0.2%	-9%	-1%	12%	-3.4%	-3%	2.2%	-1%	1%
Cc1c(C(=O)NCc2cccnc2)sc2ncn(CC(=O)N3CCCCC3C)c(=O)c12 (centres undefined)	0.2%	7%	1%	11%	-0.6%	-5%	·	-1%	-9%

Arranged by length of the SMILES (descending): 3 of the compounds above.
SMILES	West Nile virus CPE	GPR35 arrestin U2OS	Dengue-2 NS5 capping	SV40 large T antigen	CSM14.1 death rescue	LYP inhibition	RSV CPE inhibition	MgcRacGAP inhibition	PhoP inhibition	others
O=C(COc1ccccc1)Nn1c(-c2ccccc2)nc2ccccc2c1=O	-0.4%	-10%	4%	9%	-1.8%	-10%	1.9%	8%	15%
COc1ccc(OC)c(NC(=O)CCN2CCCCCC2)c1	-0.1%	19%	-4%	4%	-1.7%	-2%	-0.4%	10%	10%
O=C(N1CCNCC1)N1CCOCC1	·	2%	·	3%	-0.2%	-3%	1.2%	·	-7%

Compound activity (PubChem)
